S1P3 antag – S1P3 receptor antagonists, primary screen, cell-based | Sphingosine 1-phosphate receptor 3 (Homo sapiens), Q99500 | CHO S1P3 NFAT-BLA reporter, FRET fluorescence, antagonist mode | inhibition, % at 4.98 µM | 170,000 tested, 0.27% active;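 active = inhibition above the plate cutoff, the mean inhibition of test wells on that plate plus 3 SD, cut at about 28% in these data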;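 note: cells challenged with S1P at its EC80 of 0.8 µM; blue over green emission ratio from cleaved BLA substrate after 4 h stimulation; 0% = S1P-stimulated wells and 100% = unstimulated DMSO-only wells; some compounds past the cut are filed as inactive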
Target sequence (Q99500 whole entry, looked up): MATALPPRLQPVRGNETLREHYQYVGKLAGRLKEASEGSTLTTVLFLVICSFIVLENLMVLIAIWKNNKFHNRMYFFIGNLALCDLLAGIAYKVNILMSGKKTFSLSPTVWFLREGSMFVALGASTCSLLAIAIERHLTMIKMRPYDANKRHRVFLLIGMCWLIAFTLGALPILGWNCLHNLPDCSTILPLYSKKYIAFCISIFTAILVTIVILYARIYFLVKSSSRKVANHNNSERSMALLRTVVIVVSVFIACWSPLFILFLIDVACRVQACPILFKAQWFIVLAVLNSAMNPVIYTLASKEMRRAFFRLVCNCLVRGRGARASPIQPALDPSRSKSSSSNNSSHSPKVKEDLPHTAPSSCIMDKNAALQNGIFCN
PPARg SRC-3 ag – PPARgamma agonists recruiting SRC-3 coactivator, primary screen, biochemical; Peroxisome proliferator-activated receptor gamma (Homo sapiens), P37231; biochemical PPARgamma/SRC-3 coactivator recruitment assay; activation, % at 8 µM; 200,000 tested, 0.26% active; AID 731, 2007; in the data active = activation above about 23%;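 note: 0% = DMSO and 100% = reference agonist; some compounds past the cut are filed as inactive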
Target sequence (P37231 whole entry, looked up): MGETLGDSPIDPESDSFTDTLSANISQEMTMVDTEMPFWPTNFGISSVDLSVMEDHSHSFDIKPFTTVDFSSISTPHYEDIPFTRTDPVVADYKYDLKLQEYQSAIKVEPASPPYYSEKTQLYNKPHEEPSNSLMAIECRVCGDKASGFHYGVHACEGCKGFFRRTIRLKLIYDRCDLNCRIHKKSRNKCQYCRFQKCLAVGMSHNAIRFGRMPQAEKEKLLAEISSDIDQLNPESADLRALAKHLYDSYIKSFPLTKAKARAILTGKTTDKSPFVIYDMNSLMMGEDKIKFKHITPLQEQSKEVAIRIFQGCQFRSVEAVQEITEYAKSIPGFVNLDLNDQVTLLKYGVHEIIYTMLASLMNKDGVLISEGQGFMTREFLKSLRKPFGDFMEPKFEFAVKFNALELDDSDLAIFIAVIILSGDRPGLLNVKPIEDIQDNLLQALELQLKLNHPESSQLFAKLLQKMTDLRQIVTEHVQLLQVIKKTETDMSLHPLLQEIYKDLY
PPARg SRC2 recr – agonists of PPARg-SRC-2 recruitment, primary screen, biochemical, HTS; Peroxisome proliferator-activated receptor gamma (Homo sapiens), P37231; PPARgamma LBD-SRC-2 recruitment; activation, % at 8 µM; 200,000 tested, 0.34% active; AID 1032, 2008; in the data active = activation above about 22%;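 note: 0% = vehicle and 100% = reference agonist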
Lmaj promast – Leishmania major promastigote growth inhibition, primary screen; Leishmania major promastigotes, resazurin fluorescence viability; inhibition, % at 10 µM; 200,000 tested, 9% active; AID 1063, 2008; in the data active = inhibition above about 50%;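 note: promastigotes grown with compound for 44 hours at 28 °C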
Redox H2O2 prof – compounds producing H2O2 with reducing agent – biochemical, NIH compound library profiling, artefact control for MLSCN library redox annotation, primary screen | DTT-dependent redox cycling H2O2, phenol red/HRP absorbance; 100% = 100 µM peroxide control, 0% = buffer | activation, % at 10 µM | 200,000 tested, 0.03% active | AID 878, 2007;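 active = activation of at least 50% relative to the plate's high and low controls in the primary single-dose screen; inactive = activation below 50%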;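 note: compound incubated with DTT at 0.8 mM final as the reducing agent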
ROMK mod – ROMK potassium channel modulators, primary screen, cell-based, thallium flux, MLSMR library; Tet-inducible ROMK, thallium flux fluorescence; actives lie on both sides; B-score at 10 µM; 130,000 tested, 2% active; AID 1918, 2009;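 active = signal ratio slope over the read window, or its plate-corrected B-score, at least 3 SD from the plate mean, either direction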;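 note: B-score of the F/F0 ratio slope over 7 to 12 s after thallium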
PPARg SRC1 recr – PPARgamma agonists recruiting SRC-1 coactivator, primary screen, biochemical; Peroxisome proliferator-activated receptor gamma (Homo sapiens), P37231; PPARgamma-SRC-1 coactivator recruitment biochemical assay; activation, % at 8 µM; 200,000 tested, 0.41% active; in the data active = activation above about 19%;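 note: 0% = DMSO and 100% = reference agonist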
bIAP inh – bovine intestinal alkaline phosphatase inhibitors, primary screen, selectivity assay for TNAP inhibitor project, biochemical, bovine IAP, CDP-star luminescence. alkaline phosphatase, intestinal [Bos taurus]. purified bovine IAP, 30 min. inhibition, % at 20 µM. 190,000 tested, under 10 active. AID 1019, 2008;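 active = over 50% inhibition of intestinal alkaline phosphatase at 20 µM in the single-dose screen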
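Assay system: bovine IAP enzyme; medium: DEA buffer 100 mM, pH 9.8, with MgCl2 1.0 mM, ZnCl2 0.02 mM; doses: 20 µM single dose; incubation: enzyme reaction for 30 min at room temperature; detection: CDP-star luminescence signal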
HMGR II inh – inhibitors of E. faecalis class II HMGR, primary screen, biochemical, Enterococcus faecalis; purified E. faecalis HMGR, NADPH absorbance 340 nm kinetic; inhibition, % at 10 µM; 190,000 tested, 0.41% active;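 active = inhibition above a set limit, the median over all tested compounds plus 3 SD, cut at about 9.5% in these data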;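 note: enzyme runs in reverse so mevalonate oxidation gives rising NADPH absorbance; 0% = complete reaction with DMSO and 100% = background rate lacking mevalonate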
SRC2 TRFRET art – TR-FRET signal artefacts, primary screen, artefact control for PPARgamma SRC-2 agonist project, biochemical; TR-FRET ratio at 8 µM; 200,000 tested, 0.4% active; AID 1049, 2008; TR-FRET artefact counter-screen; active compounds read high; in the data active = TR-FRET ratio above about 2000; note: inactives centre near 1500
RAM inhibit – inhibitors of the yeast RAM network, primary screen, dse1pr::URA3 reporter, 5-FOA selection. S. cerevisiae dse1pr::URA3 reporter, 5-FOA growth OD615, 2 d; analog-sensitive cbk1-as2 kinase mutant strain. inhibition, % at 50 µM. 190,000 tested, 1.8% active;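 active = inhibition above a set limit, 3 SD over mean compound inhibition, cut at about 8.4% in these data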;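 note: 0% = DMSO-only wells with no growth and 100% = 10 µM 1-NA-PP1 full growth; inhibition rescues growth on 5-FOA so higher OD means more RAM inhibition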
Active calls of the source: *; nt = no result given.

SMILES	S1P3 antag	PPARg SRC-3 ag	PPARg SRC2 recr	Lmaj promast	Redox H2O2 prof	ROMK mod	PPARg SRC1 recr	bIAP inh	HMGR II inh	SRC2 TRFRET art	RAM inhibit
O=C(Nc1cc(-c2nn(CC(=O)N3CCCCC3)c(=O)c3ccccc23)ccc1N1CCOCC1)c1ccc(Cl)cc1	nt	5	2	0	0.3	nt	-1	-9	6	1655	0.9
COCCn1c(=S)[nH]c2cc(C(=O)N3CCN(c4ccccc4OC)CC3)ccc2c1=O	nt	-9	6	10	-1.1	0.02	-3	2	1	1600	5.8
CCC(=O)Oc1ccc(NC(=O)CSCc2ccccc2)cc1	1	2	9	-2	0.2	0.6	1	-3	-2	1521	0.4
O=C(CN1CCN(C(=O)c2ccco2)CC1)Nc1ccccc1-c1ccccc1	nt	12	-2	11	-1.0	0.051	-2	-10	-2	1648	-0.9
N=C1/C(=C/c2cccs2)C(=O)N=C2SN=C(SCc3ccccc3)N12	nt	10	4	-10	1.5	nt	2	4	3	1691	4.1
CCCN1C(=O)S/C(=C\c2ccc(N3CCOCC3)o2)C1=O	-8	2	6	37	-0.1	nt	1	33	-4	1704	4.0
COc1cc(/C=C/C(=O)O)cc(S(=O)(=O)N(CC(C)C)CC(C)C)c1OC	-5	4	-4	-8	0.0	0.73	-5	-19	-5	1693	4.8
COc1ccccc1S(=O)(=O)Cc1ccc(C(=O)N2CCN(c3ccc(C)cc3)C(C)C2)o1 (stereo not drawn)	-29	7	7	1	-0.2	nt	4	2	-11	1612	0.3
Cc1ccc(S(=O)(=O)N2CCCN(S(=O)(=O)c3ccc4c(c3)OCCO4)CC2)cc1	-7	-10	5	4	1.8	-3.8*	7	12	2	1679	2.8
CC1(C)CC(=O)c2sc(NC(=O)c3ccco3)nc2C1	-15	4	11	14	-1.9	nt	3	1	5	1704	2.0
O=C(Nc1ccc2c(c1)C(=O)N(CC1CCCO1)C2=O)c1cccc(Br)c1 (stereo not drawn)	nt	-8	7	0	0.1	0.35	-1	9	-5	1512	1.6
COc1ccc(-c2cc(C(F)(F)F)nc(SCC(=O)Nc3cc(C)on3)n2)cc1OC	22	12	1	21	-0.2	nt	-1	2	-3	1552	8.7*
CC[N+](CC)(CC=C(C)C)CC(=O)OC	-16	3	4	-7	-0.7	0.88	-4	6	-4	1758	3.5
O=C(NCC1CCCO1)c1ccc(S(=O)(=O)N2CCCCC2)cc1 (stereo not drawn)	-16	2	4	-2	0.5	-0.46	5	8	1	1525	0.1
O=C(CCC1CCCCC1)Nc1ccc(S(=O)(=O)Nc2nccs2)cc1	nt	-6	4	-6	-1.6	1.1	3	9	-1	1597	3.1
CCn1c(SCC(=O)Nc2nccs2)nnc1-c1ccc(S(=O)(=O)N2CCCCCC2)cc1	nt	-1	6	15	0.5	0.084	3	-2	-3	1487	1.3
Cc1c(Br)c([N+](=O)[O-])nn1CC(=O)c1ccccc1	13	5	6	-2	-0.1	-0.09	4	1	-3	1448	3.0
CSc1ccccc1NC(=O)c1cccnc1	-11	-5	12	-2	0.7	-0.58	18	9	3	1593	-0.6
CC1(C)CC(=O)C/C(=N\NC(=O)CCc2ccc(S(=O)(=O)N3CCOCC3)cc2)C1	2	2	-1	-1	-1.2	-0.018	-2	-20	-2	1514	-0.5
COc1ccc(CC(=O)Nc2ccc3nc(SC)sc3c2)cc1OC	17	11	5	4	0.3	0.084	10	-17	-4	1687	0.4
C=CCOCCN1C(=O)C2C(c3ccccc3)C=CC(c3ccccc3)C2C1=O (stereo not drawn)	nt	-7	7	1	1.8	1.1	2	2	-6	1516	2.5
Cc1ccc(-c2cc(C(=O)O)c3cc(Br)ccc3n2)o1	-8	3	3	-3	-0.1	0.5	0	22	-7	1463	0.5
CCOC(=O)C1CCN(C(=O)c2ccc(Cl)c(S(=O)(=O)N3CCOCC3)c2)CC1	nt	4	1	-5	1.3	nt	2	11	-3	1501	1.7
S=c1[nH]cc(-c2ccccc2)n1-c1cccc(Cl)c1	0	3	-4	3	-0.2	1.5	0	4	-5	1479	3.6
COc1ccc(CCNC(N)=S)cc1OC	22	1	0	-9	0.4	-0.022	7	6	-2	1683	1.5
SMILES	S1P3 antag	PPARg SRC-3 ag	PPARg SRC2 recr	Lmaj promast	Redox H2O2 prof	ROMK mod	PPARg SRC1 recr	bIAP inh	HMGR II inh	SRC2 TRFRET art	RAM inhibit
c1ccc2cc(OCc3nc4ccccc4[nH]3)ccc2c1	nt	5	8	6	1.0	0.74	-5	9	6	1579	1.0
COc1ccc(C)cc1NC(=O)C(OC(=O)C1CC1)c1ccccc1 (stereo not drawn)	-1	5	-7	0	0.6	-1.7	6	4	-12	1453	5.6
COc1ccc([N+](=O)[O-])cc1NC(=O)C(C)N(C)Cc1cccc(OC)c1OC (stereo not drawn)	-13	-4	-7	8	-0.3	-0.41	-8	-4	-7	1292	-0.5
CCC(=O)Nc1ccccc1Oc1ccccc1	-1	-7	-10	-7	-0.8	nt	-4	12	0	1367	1.8
Cc1oc2ccc(OCc3ccc(F)cc3)cc2c1C(=O)O	-48	-6	-8	0	3.1	nt	-8	2	0	1364	2.3
O=C(COC(=O)c1cnccn1)NCCc1ccc(Cl)cc1Cl	-5	0	-3	3	0.7	0.98	3	-9	-14	1266	-0.1
Cc1ccccc1NC(=O)CCN1CCN(Cc2ccccc2)CC1	13	2	3	-6	-2.3	nt	0	5	-1	1632	0.9
c1ccc(CSc2ccc(-c3cccnc3)nn2)cc1	-20	7	9	-5	0.2	-1	2	4	-2	1680	1.7
CN=c1scc(C)n1/N=C/c1cc(Br)c(O)c(OC)c1	9	-2	12	9	-0.8	0.52	11	-5	2	1848	0.7
COc1cccc(/C=C2\SC(=O)N(CCC(=O)NNC(=O)c3ccccc3Cl)C2=O)c1	-10	0	9	-3	-0.5	-0.3	1	7	-6	1579	1.4
CCOC(=O)Cc1nnc(NC(=O)COc2ccc(C)cc2)s1	12	5	3	-3	2.7	nt	4	-4	2	1643	2.7
COc1ccc(NC2=NCC(=O)N2c2ccccc2F)cc1	nt	0	11	-6	-2.4	nt	3	-2	2	1418	2.4
CC(C)OC(=O)/C(=C\c1ccc2c(c1)c1ccccc1n2C)NC(=O)c1ccccc1	nt	12	4	24	-2.1	nt	8	1	3	1509	6.1
Oc1cccc(C=NCc2ccccc2)c1O	3	4	0	-6	-0.3	0.3	7	16	3	1631	-1.7
CCc1ccc(NC(=O)C(CC)Sc2nc3cc4c(cc3c(=O)n2Cc2ccco2)OCO4)cc1 (stereo not drawn)	nt	4	1	9	0.4	nt	-5	-191	-2	1454	1.8
CC(C)OC(=O)CC1C(=O)NCCN1C(=S)NC(=O)CCc1ccccc1 (stereo not drawn)	-13	5	12	-2	-1.4	0.19	12	7	-5	1704	-0.4
CC(=O)Nc1ccc(/C(C)=N/NC(=O)c2ccc(CN3CCOCC3)cc2)cc1	-12	-3	-1	-6	-1.0	nt	-3	-35	1	1439	-0.4
Cc1ccc(NC(=S)NCC2CCCO2)c(OC(F)F)c1 (stereo not drawn)	-2	2	3	6	0.2	nt	-8	17	-2	1495	-0.1
O=C(O)c1ccc(Nc2ncnc3c2cnn3Cc2ccccc2)cc1	0	2	4	-7	-0.1	0.35	4	-10	-3	1658	2.4
C=CCN1C(=O)C(O)(CC(=O)c2ccco2)c2cc(Br)ccc21 (stereo not drawn)	-19	-2	-7	14	-1.8	0.57	-3	2	0	1506	-0.4
Nc1nc(NCc2ccccc2)nc(Nc2cccc(F)c2)c1[N+](=O)[O-]	nt	4	5	4	3.0	nt	4	4	4	1469	3.1
C=CCn1c(-c2sccc2C)n[nH]c1=S	1	4	2	-6	-0.1	0.022	-2	-1	-5	1530	-0.3
CCOC(=O)N1CCN(C(=O)c2ccc3c(=O)n(Cc4ccc(Cl)cc4)c(=S)[nH]c3c2)CC1	nt	11	-2	2	-0.4	1.9	3	-6	-1	1596	0.7
CCC(=O)N1CCc2cc(S(=O)(=O)CCC(=O)NCc3cccs3)ccc21	-7	-4	3	-5	-0.2	nt	13	3	-4	1669	1.4
O=[N+]([O-])c1ccc(COc2cccnc2)cc1	8	5	5	1	-0.9	-0.08	1	-8	1	1546	1.6
SMILES	S1P3 antag	PPARg SRC-3 ag	PPARg SRC2 recr	Lmaj promast	Redox H2O2 prof	ROMK mod	PPARg SRC1 recr	bIAP inh	HMGR II inh	SRC2 TRFRET art	RAM inhibit
COc1cccc(C2/C(=C(\O)c3ccc4c(c3)OCCO4)C(=O)C(=O)N2CCCN(C)C)c1OC (stereo not drawn)	nt	13	4	-8	1.1	nt	4	nt	nt	1590	nt
CCOC(=O)c1c(C)[nH]c(C)c1C(=O)CN1C(=O)NC(CC(C)C)C1=O (stereo not drawn)	-23	17	9	0	2.1	nt	8	2	0	1666	1.0
Cc1cc(C)c(S(=O)(=O)c2ccccc2C)c(Cl)n1	nt	10	5	101*	3.3	nt	4	0	-4	1652	1.8
CN(C)CCCN(C(=O)C1COc2ccccc2O1)c1nc2ccc(F)cc2s1 (stereo not drawn)	1	-3	-6	5	6.7	0.095	-4	2	-3	1387	-0.4
Cc1ccc(C)c(OCC(O)CN2C(C)CCCC2C)c1 (stereo not drawn)	16	2	9	44	2.4	nt	-7	-8	0	1444	0.9
COc1ccc(OCC(=O)NNC(=O)CCc2ccccc2)cc1	-17	-3	-2	10	-1.6	0.078	-11	3	-2	1544	-0.4
CS(=O)(=O)N(CC(=O)NCc1ccco1)c1ccccc1Cl	nt	3	4	-3	0.3	0.47	-4	2	-4	1572	1.4
N#C/C=C1\n2c(nc3ccccc32)OC12CCCCC2	nt	2	-1	2	0.1	-1.1	4	23	-9	1404	4.2
COc1ccc(C(=O)O/N=C(\C)c2ccccc2)cc1	nt	-9	6	-5	-0.1	-0.51	-1	28	-3	1554	-0.3
CCN(CCn1cccn1)Cc1ccccc1OCC(O)CN1CCc2ccccc2C1 (stereo not drawn)	-17	6	4	12	7.1	0.61	6	-15	7	1624	-0.7
Cc1nnc(SCC(=O)Nc2ncc3c(n2)CC(C)(C)CC3=O)s1	nt	8	16	-2	0.0	-0.0031	4	15	-2	1707	1.3
O=C(NCCCN1CCOCC1)NC12CC3CC(CC(C3)C1)C2	9	-1	5	-7	-0.8	nt	8	5	0	1501	3.6
Cc1cc(=O)oc2ccc(OCC(=O)O)cc12	nt	4	7	-4	0.0	nt	0	-1	3	1595	1.6
Cn1cccc1C(=O)OCC(=O)Nc1ccc2c(c1)CCC2	-50	-6	-5	-9	2.7	nt	-4	12	-1	1265	2.7

Screening data as filed in PubChem.
